BAZ2B inh – inhibitors of human BAZ2B bromodomain; AlphaScreen BAZ2B-H3K14Ac peptide displacement; Potency, µM (doses to about 114 µM), without a hit: at the top dose activity change, negative = inhibition, hits mostly inhibitors; actives 4.4% (n = 360,000); AID 504333; Q9UIF8; note: % is set by controls: 0 for no effect and ±100 for the full control effect; nearly all actives have a fitted effect of over 60% in size
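Compounds, titrated to a top concentration of 110 uM, were incubated 30 min at room temperature with preformed BAZ2B/acetyl-K14 H3 peptide complex (50 nM each). Proximity signal was measured by AlphaScreen after 20 min with beads.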
POLK inh – inhibitors of human DNA polymerase kappa | Q9UBT6 | purified Pol kappa, fluorescent DNA synthesis assay, 10 min | Potency, µM (series often up to 107 µM), for the others: at the highest dose activity, negative = inhibition, usual class: inhibitors | actives 0.53% (n = 400,000) | AID 588579; note: % is set by controls: 0 for no effect and ±100 for the full control effect
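Inhibition of 10 nM Pol kappa is measured by a fluorescent read-out at 0 and 10 min following addition of 50 nM substrate (final), with a 15-min room-temperature compound preincubation.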
BLM inh – Bloom syndrome helicase (human) inhibition; Potency, µM (titrated, usually from 56.1 µM), inactives show at the top dose activity change, negative = inhibition, hits mostly inhibitors; actives 0.2% (n = 350,000); recombinant BLM DNA unwinding, fluorescence dequenching; P54132;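 note: plate controls were vehicle for no effect and no enzyme for full effect; nearly all actives have a fitted effect of over 35% in size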
Target sequence (P54132 whole entry, looked up): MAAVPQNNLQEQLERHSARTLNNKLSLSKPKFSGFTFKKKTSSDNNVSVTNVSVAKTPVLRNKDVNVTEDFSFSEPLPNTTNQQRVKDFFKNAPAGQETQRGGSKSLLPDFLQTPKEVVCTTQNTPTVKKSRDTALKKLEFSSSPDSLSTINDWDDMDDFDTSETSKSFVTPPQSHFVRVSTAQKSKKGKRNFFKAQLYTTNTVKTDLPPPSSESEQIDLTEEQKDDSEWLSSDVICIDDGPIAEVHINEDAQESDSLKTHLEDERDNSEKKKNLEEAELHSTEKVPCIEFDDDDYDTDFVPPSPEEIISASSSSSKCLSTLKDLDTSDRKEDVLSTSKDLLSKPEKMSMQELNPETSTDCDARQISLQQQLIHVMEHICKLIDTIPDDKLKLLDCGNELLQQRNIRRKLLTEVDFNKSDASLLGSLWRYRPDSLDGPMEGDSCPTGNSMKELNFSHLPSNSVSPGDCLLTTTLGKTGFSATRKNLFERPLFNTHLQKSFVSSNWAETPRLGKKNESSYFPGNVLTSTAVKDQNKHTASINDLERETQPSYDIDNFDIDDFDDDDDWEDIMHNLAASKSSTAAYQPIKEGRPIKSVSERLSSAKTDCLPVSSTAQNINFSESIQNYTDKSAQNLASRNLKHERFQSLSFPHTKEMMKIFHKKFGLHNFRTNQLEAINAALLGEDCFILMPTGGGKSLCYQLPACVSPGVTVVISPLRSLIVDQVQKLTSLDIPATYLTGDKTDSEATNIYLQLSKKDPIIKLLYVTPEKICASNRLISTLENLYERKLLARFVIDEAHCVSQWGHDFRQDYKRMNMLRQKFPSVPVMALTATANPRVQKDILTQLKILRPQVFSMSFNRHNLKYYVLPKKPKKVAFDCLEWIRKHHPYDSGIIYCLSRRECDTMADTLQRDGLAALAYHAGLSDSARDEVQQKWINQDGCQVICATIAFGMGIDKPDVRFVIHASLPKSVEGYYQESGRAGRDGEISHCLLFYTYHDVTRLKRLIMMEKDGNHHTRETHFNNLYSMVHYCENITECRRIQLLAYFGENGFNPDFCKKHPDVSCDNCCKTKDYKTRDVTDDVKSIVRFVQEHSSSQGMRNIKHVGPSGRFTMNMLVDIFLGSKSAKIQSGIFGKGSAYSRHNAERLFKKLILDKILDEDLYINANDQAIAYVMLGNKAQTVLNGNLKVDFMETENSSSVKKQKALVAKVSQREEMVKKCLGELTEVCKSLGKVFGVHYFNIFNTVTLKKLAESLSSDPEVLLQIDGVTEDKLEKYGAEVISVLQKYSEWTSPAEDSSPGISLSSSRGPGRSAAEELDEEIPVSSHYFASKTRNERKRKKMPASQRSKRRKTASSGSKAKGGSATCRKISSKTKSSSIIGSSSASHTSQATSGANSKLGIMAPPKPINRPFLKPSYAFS
POLH inh – blocks human DNA polymerase eta activity; Q9Y253; recombinant Pol eta, fluorescent DNA replication assay; Potency, µM (top dose mostly 114 µM), without a hit: at the top dose activity change, negative = inhibition, most hits filed as inhibitors; actives 1.2% (n = 390,000); AID 588591; note: % is set by controls: 0 for no effect and ±100 for the full control effect
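Pol eta at 10 nM preincubated with compounds 15 min at room temperature; reaction started with fluorescent substrate (50 nM final) and read kinetically at 0 and 10 min.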
APE1 inh – inhibitors of human APE1 endonuclease; recombinant APE1, TAMRA/BHQ-2 abasic DNA cleavage fluorescence; Potency, µM (series often up to 65.8 µM), for inactives: top-dose activity change, negative = inhibition, usual class: inhibitors; P27695; actives 0.35% (n = 350,000);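 note: plate controls were vehicle for no effect and reference inhibitor for full effect; nearly all actives have a fitted effect of over 55% in size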
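Readout is kinetic fluorescence (ex 525, em 598 nm) from cleavage of 50 nM TAMRA/BHQ-2 THF abasic duplex by 0.75 nM APE1, compound added 15 min beforehand at RT.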
JMJD2A Tudor – blocks the human JMJD2A Tudor domain; O75164; AlphaScreen JMJD2A-Tudor / H3K4me3 peptide binding; Potency, µM (doses to about 114 µM), inactives show at the highest dose activity change, negative = inhibition, usual class: inhibitors; actives 4.4% (n = 390,000); note: % is set by controls: 0 for no effect and ±100 for the full control effect; nearly all actives have a fitted effect of over 50% in size
POLB inh – inhibitors of human DNA polymerase beta | P06746 | Pol beta primer extension/strand displacement, fluorescence kinetic | Potency, µM (series often up to 114 µM), without a hit: at the top dose activity change, negative = inhibition, usual class: inhibitors | actives 1.3% (n = 340,000); note: % is set by controls: 0 for no effect and ±100 for the full control effect
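Pol beta (10 nM) and compounds were preincubated 15 min at room temperature, then 50 nM substrate (final) started primer extension/strand displacement. Reads were taken at 0 and 10 min; concentration-response data were fitted to a four-parameter Hill equation.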
POLI inh – DNA polymerase iota (human) inhibition. Potency, µM (doses to about 115 µM), for the others: at the top dose activity, negative = inhibition, usual class: inhibitors. Q9UNA4. Pol iota fluorescent replication assay, 10 min. actives 1% (n = 390,000)
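Fluorescent replication assay read twice, at 0 min and 10 min after adding 50 nM (final) substrate. Enzyme (10 nM) and compounds were first incubated 15 min at room temperature; enzyme-free buffer wells were negative controls.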
G9a block – inhibitors of human histone lysine methyltransferase G9a. Potency, µM (top dose mostly 102 µM), without a hit: at the top dose activity, negative = inhibition, most hits filed as inhibitors. G9a H3K9 monomethylation, AlphaScreen, 2 h. actives 8.8% (n = 350,000); note: % is set by controls: 0 for no effect and ±100 for the full control effect; nearly all actives have a fitted effect of over 75% in size
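AlphaScreen read-out: biotin-H3K9 peptide (500 nM) methylation by 20 nM enzyme with 20 uM SAM, 2 h at room temperature after 15 min compound preincubation; anti-monomethyl H3K9 antibody plus donor/acceptor beads, 10 min dark.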
* marks the source's active call; other numbers are inactive results; ? = inconclusive; / = no result given; [ ] = dose if it differs, or a comment. Calls come from the whole dose curve; as a rule, active = well fitted curve in the direction sought with a large enough effect; inconclusive = small, poorly fitted or top-dose-only effect, or another doubt; inactive = no such curve, though single readings can be large; an effect the other way counts as inactive or inconclusive. Potency is the fitted concentration of half-maximal effect. A portion of the library. The share of hits here may be higher or lower than overall.

Each structure is followed by: BAZ2B inh, POLK inh, BLM inh, POLH inh, APE1 inh, JMJD2A Tudor, POLB inh, POLI inh, G9a block
- COc1cccc(C(=O)NC(c2ccc(Cl)cc2)c2cc(Cl)c3cccnc3c2O)c1 (stereo not given)
→ 5.1%, -23.7%[60.1 µM], -9.4%, -17.1%, /, -0.6%, 1.0%, 19.6%, 17.9%[59 µM]
- COc1ccc(N2CCN(C(=O)CNC(=O)c3cccs3)CC2)cc1
→ -16.5%, -3.1%, -0.7%, -5.1%, 13.4%, -9.2%, -10.8%, -20.4%, -12.5%
- Cc1cc(C)nc(N2CCC(C(=O)NC3CCCCCC3)CC2)n1
→ /, -1.9%, /, -11.5%, /, -8.0%, /, 30.0%[activator], /
- CCC(=O)N1c2ccc(S(=O)(=O)NCCc3ccc(C)cc3)cc2CC1C (stereo not given)
→ -22.2%, -8.0%, -2.5%, -1.4%, 43.6%, -24.4%, 1.8%, 26.6%, -20.7%
- NC(=O)c1nsc(C(=O)N(c2ccccc2)C(C(=O)NCC2CCCO2)c2ccc3ncccc3c2)c1N (stereo not given)
→ -1.5%, 0.5%, -2.0%, -12.4%, 45.5%, -1.8%, 18.0%, 105.2%[activator], -0.4%[12.7 µM]
- COc1ccc(CCNc2ncnc3c2cnn3-c2ccc(F)cc2)cc1
→ 9.6%, -12.1%[60.1 µM], -2.4%, -5.6%, /, -4.0%, ?, -1.5%, 1.9%[59 µM]
- C/C(=N\NC(=O)c1ccco1)c1cccc2ccccc12
→ -0.7%, -4.2%, -0.6%, -18.6%, -5.9%, 0.0%, 31.7%, 40.4%[activator], 6.3%
- CC12CCC(=O)N1C(C(=O)Nc1nc(-c3cc(F)ccc3F)cs1)CS2 (stereo not given)
→ -4.9%, 9.2%, /, -1.0%, 14.3%, -12.5%, /, 38.8%[activator], ?
- CCOc1ccc(S(=O)(=O)N2CCC(C(=O)NC3CCCC3)CC2)cc1
→ 1.7%, -0.8%, 2.5%, -8.4%, -13.7%, -6.2%, 21.7%, 10.7%, 15.4%
- CCOC(=O)C1=C(CSc2nc3c(cc2C#N)CN(C)CC3)OC(N)=C(C#N)C1c1ccccc1 (stereo not given)
→ ?, -29.0%, -17.0%, ?, ?, -21.9%[11.4 µM], 18.7%, ?, 50.1µM*

Compounds above that have fluorine (2):
Each structure is followed by: BAZ2B inh, POLK inh, BLM inh, POLH inh, APE1 inh, JMJD2A Tudor, POLB inh, POLI inh, G9a block
- COc1ccc(CCNc2ncnc3c2cnn3-c2ccc(F)cc2)cc1
→ 9.6%, -12.1%[60.1 µM], -2.4%, -5.6%, /, -4.0%, ?, -1.5%, 1.9%[59 µM]
- CC12CCC(=O)N1C(C(=O)Nc1nc(-c3cc(F)ccc3F)cs1)CS2 (stereo not given)
→ -4.9%, 9.2%, /, -1.0%, 14.3%, -12.5%, /, 38.8%[activator], ?

(list continues)
Each structure is followed by: BAZ2B inh, POLK inh, BLM inh, POLH inh, APE1 inh, JMJD2A Tudor, POLB inh, POLI inh, G9a block
- Cc1ccccc1NC(=O)COc1coc(CN2CCN(Cc3ccccc3)CC2)cc1=O
→ -5.2%, -9.0%, /, 0.9%, 5.6%, -11.5%, /, -5.1%, -15.8%
- Cc1sc2nc(SCC(=O)N3CCOCC3)[nH]c(=O)c2c1C
→ -4.5%, -19.5%, 0.5%, -5.8%, -4.2%, -4.3%, -4.6%, 8.4%, -28.0%
- CCOc1sc2nc(C)n(CC(=O)Nc3cccc(C)c3)c(=O)c2c1C
→ -1.0%, -0.5%, 2.0%, ?, /, -4.4%, 25.0%, -5.6%, -32.0%[59 µM]
- Cc1cc2ncn(-c3nnnn3-c3ccccc3)c2cc1C
→ 4.7%, -1.3%, -0.3%, -12.4%, -8.8%, -2.7%, 19.7%, 2.2%, 19.2%[59 µM]
- CCn1cc(CNC(=O)C2CCC(=O)N(C3CCCCCC3)C2)cn1 (stereo not given)
→ -3.9%, 2.3%, -5.0%, -11.5%, 3.2%, -5.6%, -25.5%, 25.8%, /
- COc1cc(/C=C(\C#N)c2nc3ccc(C)cc3[nH]2)ccc1OCc1ccc(C)cc1
→ 1.0%, ?, -28.0%, ?, /, -21.2%, ?, ?, ?
- C=CCn1c(SCC(=O)Nc2cccc(OC)c2)nnc1-c1cccnc1
→ 1.9%, -23.6%, 3.4%, -17.0%, -2.6%, -3.5%, -13.7%, 1.7%, -33.0%[59 µM]
- NC(=O)c1cc(NC(=O)CCNS(=O)(=O)c2cccc(C(F)(F)F)c2)cc(C(N)=O)c1
→ -19.1%, 1.9%, -0.6%, -15.0%, 49.1%[activator], 7.4%, 2.1%, 113.5%[activator], -5.4%
- CCCSc1nc2c(=O)[nH][nH]c(=O)c2n1Cc1ccccc1
→ 11.0%, -6.0%, 0.8%, -5.9%, 14.1%, 11.7%, 23.0%, 45.1%, -8.9%[59 µM]
- CC(C)NS(=O)(=O)c1ccc(OCC(=O)NC(C)c2ccccc2)cc1 (stereo not given)
→ -13.9%, -6.4%, -5.1%, -12.2%, 1.3%, 1.6%, 12.5%, -18.5%, 24.6%[12.7 µM]
- Cc1cc(Cl)ccc1OCCCC(=O)NCc1ccncc1
→ 4.7%, 9.4%, -2.7%, -12.2%, 9.7%, 2.7%, 3.3%, 13.4%, 2.8%[59 µM]
- CCOC(=O)C1CCN(C(=S)Nc2cccc(C)c2C)CC1
→ 3.0%, -2.8%, -1.1%, -3.6%, -7.7%, -8.5%, -11.9%, -0.3%, 7.8%
- Cn1c(CNC(=O)CNS(=O)(=O)c2ccccc2)cc(=O)n(C)c1=O
→ -2.3%, -0.3%, -1.2%, -2.9%, -6.4%, -18.3%, 24.5%, -23.6%, /
- O=C(O)COc1c(Cl)cc(/C=C2/NC(=O)NC2=O)cc1Br
→ -0.3%, -2.5%, -9.9%, -21.1%, 1.0%, -3.8%[11.4 µM], 13.7%, 10.7%, -17.6%
- CCOc1cc(/C=C2\C(=O)ON=C2c2ccccc2)cc(Br)c1O
→ 28.2µM*, 0.5%, -1.1%, ?, -3.7%, 25.1µM*, 5.3%, ?, 25.1µM*
- O=C1/C(=C/c2cccnc2)N=C2CCCCCN12
→ 1.4%, 2.9%, -1.4%, -10.8%, 0.2%, -14.1%, 7.9%, 9.1%, -10.1%
- CCC(C)NC(=O)C(=O)NC1CCCC1 (stereo not given)
→ -1.4%, -11.3%, 0.5%, 7.0%, 4.7%, 3.7%, 97.2%, 18.2%, -10.3%[59 µM]
- COc1cccc(Nc2nc3ccccc3nc2-n2nc(C)cc2C)c1
→ 347.8%[activator], -7.3%, -8.4%, -11.6%, 10.4%, 90.3%[activator], 37.5%, -0.1%, /
- Cc1c(Cl)cccc1-n1c(-c2cccnc2)n[nH]c1=S
→ -1.5%, -5.6%[60.1 µM], -7.4%, -4.6%, 0.9%, 35.5µM*, 1.0%, 5.8%, 16.3%[12.7 µM]
- Cc1cc(N2C(=O)C3C4CC(c5ccccc5)C(C4)C3C2=O)no1 (stereo not given)
→ -0.2%, 3.6%, -1.6%, -17.0%, 1.7%, 5.5%, 9.0%, 47.4%[activator], -30.1%
- Cc1nc(N2CCOCC2)[nH]c(=O)c1C(O)C(Cl)(Cl)Cl (stereo not given)
→ -2.4%, -6.6%, -2.3%, -4.8%, 1.3%, -14.1%, 0.2%, 5.0%, ?
- Cc1ccc2nc(SCC(=O)Nc3ccc4c(c3)OCCO4)nc(=O)n2c1
→ -13.5%, -10.6%, /, -1.0%, 47.8%[activator], -5.5%, /, 63.4%[activator], -47.9%
- O=C(CSc1ncn[nH]1)c1ccccc1
→ ?, 2.4%, 0.6%, -11.6%, -0.1%, 25.1µM*, 24.1%, ?, 3.16µM*
- Cn1nc(C(=O)Nc2c(-c3ccccc3)nc3sccn23)c2ccccc2c1=O
→ ?, 4.5%, -2.4%, -12.2%, -2.2%, -25.7%, 13.2%, -2.1%, -12.8%[59 µM]
- Cn1nnc(NC(=O)c2cccc(OCc3ccccc3)c2)n1
→ -4.6%, -1.6%, 2.9%, -2.2%, 19.4%, -12.5%, -20.3%, 15.6%, 0.1%[59 µM]
- O=C(O)c1ccc([N+](=O)[O-])cc1Sc1ccsc1
→ /, -10.9%, /, -10.7%, /, -22.2%, /, -9.2%, /
- COc1ccccc1N1CCN(C(=O)C2CCN(S(=O)(=O)c3ccc(Cl)cc3)CC2)CC1
→ -1.1%, -12.7%, -4.5%, -15.7%, -4.7%, -25.2%, 4.9%, 7.1%, 16.6%[59 µM]
- O=C1C2CC=CCC2C(=O)N1c1nc2n(n1)C(c1ccccc1)CC(c1ccccc1)N2 (stereo not given)
→ /, -5.5%, -4.9%, -1.4%, 0.6%, -31.5%, 26.3%, 12.4%, -10.3%[59 µM]
- CCOC(=O)c1nn(-c2ccc(OCC)cc2)c(C)c1C(C)=O
→ 8.5%, -4.2%, 0.0%, 89.1µM*, 1.8%, -0.7%, 14.3%, 27.1%, 14.8%[59 µM]
- COc1ccc(NC(=O)CSc2nnc3ccc(-c4ccccn4)nn23)c(OC)c1
→ 7.0%, -16.0%, /, -13.7%, -21.5%, -17.9%, /, 20.5%, -22.8%
- Cc1cc(=O)oc2cc(OCC(=O)OCc3nnc(-c4ccccc4)o3)ccc12
→ 21.0%, 0.1%, -9.1%, -11.7%, -2.7%, 7.6%, 4.2%, 16.7%, ?
- Cn1c(=O)c2ncn(CC(=O)Nc3nc(-c4ccc(Cl)cc4)cs3)c2n(C)c1=O
→ -17.9%, -12.3%, -2.4%, 5.9%, -2.0%, -7.5%, -5.8%, 4.0%, -27.2%
- O=C1[C@H](Cc2ccccc2)NCC=CC[C@@H](c2ccc(Cl)cc2)N1Cc1ccc(Cl)cc1
→ /, -15.1%, /, -22.8%, /, ?, /, 23.2%, /
- COCCNC(=O)C12CC3CC(CC(Cl)(C3)C1)C2
→ 0.2%, -12.3%, -1.0%, -5.9%, -3.2%, -8.0%, -1.8%, 62.6%[activator], 0.7%

3 of the compounds above, with bars between the fields:
Structure | BAZ2B inh | POLK inh | BLM inh | POLH inh | APE1 inh | JMJD2A Tudor | POLB inh | POLI inh | G9a block
O=C(CSc1ncn[nH]1)c1ccccc1 | ? | 2.4% | 0.6% | -11.6% | -0.1% | 25.1µM* | 24.1% | ? | 3.16µM*
Cn1nc(C(=O)Nc2c(-c3ccccc3)nc3sccn23)c2ccccc2c1=O | ? | 4.5% | -2.4% | -12.2% | -2.2% | -25.7% | 13.2% | -2.1% | -12.8%[59 µM]
Cn1nnc(NC(=O)c2cccc(OCc3ccccc3)c2)n1 | -4.6% | -1.6% | 2.9% | -2.2% | 19.4% | -12.5% | -20.3% | 15.6% | 0.1%[59 µM]
